Screening results as filed in PubChem.
LmPK inhibitor: LmPK (Leishmania mexicana) enzyme inhibition | Q27686 | purified LmPK, Kinase-Glo ATP luminescence, 1 h | 0.37% of 290,000 active | Potency, µM (top dose mostly 57.5 µM), for the others: top-dose activity change, negative = inhibition, actives largely listed as inhibitors
Target sequence (Q27686 whole entry, looked up): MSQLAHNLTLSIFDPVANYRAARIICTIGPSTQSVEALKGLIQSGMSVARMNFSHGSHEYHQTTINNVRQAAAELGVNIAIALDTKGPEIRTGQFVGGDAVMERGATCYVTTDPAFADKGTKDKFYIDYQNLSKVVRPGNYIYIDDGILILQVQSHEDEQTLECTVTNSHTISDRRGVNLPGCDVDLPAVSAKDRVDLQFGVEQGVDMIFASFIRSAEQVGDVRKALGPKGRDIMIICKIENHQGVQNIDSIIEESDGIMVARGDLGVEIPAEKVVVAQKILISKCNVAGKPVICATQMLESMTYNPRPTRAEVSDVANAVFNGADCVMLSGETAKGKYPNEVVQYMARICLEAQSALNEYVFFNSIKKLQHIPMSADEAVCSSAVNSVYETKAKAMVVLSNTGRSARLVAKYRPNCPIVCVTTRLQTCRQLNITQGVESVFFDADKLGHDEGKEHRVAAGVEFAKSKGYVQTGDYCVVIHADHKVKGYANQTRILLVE
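ATP generated from ADP (0.1 mM) and PEP (0.5 mM) by 0.1 nM LmPK over 1 h at room temperature (pH 7.2 imidazole buffer) was detected by coupled luciferase luminescence. Values were normalized to uninhibited and no-enzyme wells.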
HCV inhibitor: HCV inhibition; Huh7.5.1 HCVcc-Cre infection, luciferase reporter, 44 h; Potency, µM (series often up to 41.8 µM), inactives show at the highest dose activity change, negative = inhibition, actives largely listed as inhibitors; 3.4% of 340,000 active
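Antiviral activity was scored by luciferase reporter output from cells infected with HCVcc-Cre (~0.5 moi) in presence of compound, 44 h infection period, cells seeded 1,000/well 4 h prior.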
Tb PYK inh: blocks Trypanosoma brucei pyruvate kinase | Q57TT1 | 0.12% of 410,000 active | TbPYK enzyme, Kinase-Glo Plus ATP luminescence, 45 min | AID 624173 | Potency, µM (titrated, usually from 76.8 µM), without a hit: at the highest dose activity, negative = inhibition, most hits filed as inhibitors; note: nearly all actives have a fitted effect of over 50% in size
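T. brucei PYK with substrate was exposed to pin-transferred compounds across a concentration series, then started with 130 uM ADP (final). After 45 min at room temperature, Kinase-Glo Plus luminescence was read, normalized and curve-fitted.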
Sm TGR inh: S. mansoni TGR enzyme inhibition. purified TGR, DTNB reduction, TNB absorbance 405 nm. 3% of 360,000 active. Potency, µM (series often up to 114 µM), for the others: top-dose activity change, negative = inhibition, actives largely listed as inhibitors. Q962Y6. AID 485364; note: nearly all actives have a fitted effect of over 60% in size
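First, TGR (20 nM dispensed) and NADPH were mixed with compound. Second, a 15 min room-temperature incubation followed. Third, further NADPH and then DTNB were added to start the reaction. Finally, TNB absorbance was monitored kinetically.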
Pf growth 48h: inhibits P. falciparum growth in the first generation, 48 h | P. falciparum luciferase growth in erythrocytes, 48 h | Potency, µM (titrated, usually from 28.7 µM), for inactives: at the top dose activity change, negative = inhibition, hits mostly inhibitors | 5.9% of 310,000 active
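Luminescence readout; reporter = integrated firefly luciferase in P. falciparum. RBC culture at 2% hematocrit, 0.1% parasitemia final, 37 C/5% CO2; decreased signal taken as growth inhibition.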
Pf growth 96h: P. falciparum growth inhibition at 96 hour, primary screen for plastid delayed-death inhibitors; P. falciparum luciferase reporter growth, 96 h; 6.9% of 320,000 active; AID 504834; Potency, µM (top dose mostly 28.7 µM), for inactives: top-dose activity change, negative = inhibition, most hits filed as inhibitors
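Plates of compound plus infected erythrocytes (2% hematocrit, 0.05% parasitemia final) incubate 96 hours, 37 C, 5% CO2. Detection reagent added; reduced luminescence from the parasites' luciferase reporter flags inhibition.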
An asterisk follows results filed as active; & = joins results of further samples; [ ] = dose if it differs, or a comment. Calls come from the whole dose curve; as a rule, active = well fitted curve in the direction sought with a large enough effect; inconclusive = small, poorly fitted or top-dose-only effect, or another doubt; inactive = no such curve, though single readings can be large; an effect the other way counts as inactive or inconclusive. % is set by controls: 0 for no effect and ±100 for the full control effect; potency is the fitted concentration of half-maximal effect.

What do the screens show for `CCOc1ccc(CCNC(=O)CN(C)S(=O)(=O)c2ccc3c(c2)CCC(=O)N3)cc1OCC`?
LmPK inhibitor: -2%; HCV inhibitor: -19%; Tb PYK inh: -3%; Sm TGR inh: inconclusive; Pf growth 48h: -18%; Pf growth 96h: inconclusive

What do the screens show for `Oc1ccc(Nc2nc(N3CCCC3)c3ccccc3n2)cc1`?
LmPK inhibitor: -2%; HCV inhibitor: inconclusive; Tb PYK inh: 2%; Sm TGR inh: -23%; Pf growth 48h: 0.47µM*; Pf growth 96h: 7%

How did CC(C)(C)c1csc(NC(=O)CSC2=NCCS2)n1 do in these assays?
LmPK inhibitor: 2%; HCV inhibitor: inconclusive; Tb PYK inh: -2%; Sm TGR inh: 5%; Pf growth 48h: -25%; Pf growth 96h: 43%[activator]

How did COCCN(CC(=O)Nc1cccc(C)c1C)C(=O)c1ccc2c(c1)OCO2 do in these assays?
HCV inhibitor: 7%; Tb PYK inh: -2%; Sm TGR inh: 2%; Pf growth 48h: inconclusive; Pf growth 96h: 8%

How did CN(C)c1cc(N/N=C\c2ccccc2)nc(N(C)C)n1 do in these assays?
LmPK inhibitor: 5%; HCV inhibitor: inconclusive; Tb PYK inh: -2%; Sm TGR inh: -7%; Pf growth 48h: inconclusive; Pf growth 96h: -4%

How did O=C(NC(=S)N1CCN(c2ccc(Cl)cc2[N+](=O)[O-])CC1)c1ccco1 do in these assays?
LmPK inhibitor: 4%; HCV inhibitor: 15%; Tb PYK inh: -3%; Sm TGR inh: 1%; Pf growth 48h: 11%; Pf growth 96h: inconclusive

What do the screens show for `CCN(CC)c1ccc(N=Cc2c(O)[nH]c(=O)[nH]c2=O)cc1`?
LmPK inhibitor: 1%; HCV inhibitor: 9%; Tb PYK inh: -8%; Sm TGR inh: inconclusive; Pf growth 48h: inconclusive; Pf growth 96h: -75%

How did COc1ccc(CC(=O)O/N=C(\N)Cc2cccc3ccccc23)cc1OC do in these assays?
LmPK inhibitor: 0%; HCV inhibitor: 12%; Tb PYK inh: 5%; Sm TGR inh: -27%; Pf growth 48h: 10µM*; Pf growth 96h: 278%[activator]

Results for NS(=O)(=O)c1ccc(NC(=O)CSc2nnc(C3CC3)n2C2CC2)cc1 ?
HCV inhibitor: 6%; Tb PYK inh: 2%; Sm TGR inh: 0%; Pf growth 48h: inconclusive; Pf growth 96h: -6%

Results for COC(=O)COc1ccc(S(=O)(=O)Nc2ccc3c(c2)OCCO3)cc1Cl ?
LmPK inhibitor: 6%; HCV inhibitor: 10%; Tb PYK inh: -2%; Sm TGR inh: inconclusive; Pf growth 48h: 7%

What do the screens show for `O=C1COc2ccc(S(=O)(=O)CCC(=O)NC3CCCCC3)cc2N1`?
LmPK inhibitor: 7%; HCV inhibitor: 13%; Tb PYK inh: -3%; Sm TGR inh: -13%; Pf growth 48h: -29%; Pf growth 96h: -2%

How did O=C(O)c1cn(CCOc2ccccc2Cl)c2ccccc12 do in these assays?
LmPK inhibitor: -2%; HCV inhibitor: -3%; Tb PYK inh: 4%; Sm TGR inh: -9%; Pf growth 48h: 246%[activator]; Pf growth 96h: 114%[activator]

Results for COc1ccccc1NC(=O)C(C)N1C(=O)C2CCCCC2C1=O (centres undefined) ?
HCV inhibitor: 9%; Tb PYK inh: 6%; Sm TGR inh: -11%; Pf growth 48h: 36%[activator]; Pf growth 96h: 7%

How did C=CCN1c2ccccc2[C@]23C[C@@H](C(=O)OC)N(C(=O)NCCC)C2=NC(C(=O)OC)=C(C(=O)OC)[C@H]13 do in these assays?
LmPK inhibitor: 1%; HCV inhibitor: inconclusive; Tb PYK inh: 3%; Sm TGR inh: 4%; Pf growth 48h: 3.3µM*; Pf growth 96h: 4.1µM*

How did COc1ccccc1CN(Cc1ccco1)S(=O)(=O)c1ccc(-n2cnnn2)c(OC)c1 do in these assays?
LmPK inhibitor: -17%; HCV inhibitor: inconclusive; Tb PYK inh: -11%; Sm TGR inh: -18%; Pf growth 48h: 13µM*; Pf growth 96h: inconclusive

What do the screens show for `O=C(Cc1ccc2c(c1)OCCO2)N1CCN(S(=O)(=O)c2cccc(C(F)(F)F)c2)CC1`?
LmPK inhibitor: 3%; HCV inhibitor: 13%; Tb PYK inh: 8%; Sm TGR inh: 3%; Pf growth 48h: -2%; Pf growth 96h: 17%

Results for O=C(Nc1ccccc1Br)c1ccc2nccnc2c1 ?
LmPK inhibitor: -20%; HCV inhibitor: 6%; Tb PYK inh: -4%; Sm TGR inh: 1%; Pf growth 48h: 181%[activator]; Pf growth 96h: 0%

Results for CN(C)/C(=N\S(=O)(=O)c1ccc(Br)cc1)c1ccccc1 ?
LmPK inhibitor: 0%; HCV inhibitor: 18%; Tb PYK inh: 1%; Sm TGR inh: 1%; Pf growth 48h: 2%; Pf growth 96h: -4%

Results for Cc1ccccc1OCC(=O)Nc1ccccc1C(=O)N1CCCCC1 ?
LmPK inhibitor: 6%; HCV inhibitor: -2%; Tb PYK inh: -1%; Sm TGR inh: 4%; Pf growth 48h: 6%; Pf growth 96h: 10µM*

What do the screens show for `Clc1ccc(-c2nnc(C3CCCCC3)o2)cc1`?
LmPK inhibitor: -4%; HCV inhibitor: 16%; Tb PYK inh: 7%; Sm TGR inh: 8%; Pf growth 48h: 60%[activator]

Results for CC(=O)N1N=C(c2ccc(C(C)(C)C)cc2)OC1(C)C ?
LmPK inhibitor: 10%; HCV inhibitor: 7%; Tb PYK inh: 2%; Sm TGR inh: -1%; Pf growth 48h: 5%; Pf growth 96h: 6%

Results for CC(C)n1cnc2c(Nc3ccc(F)c(Cl)c3)nc(NCCO)nc21 ?
LmPK inhibitor: 6%; HCV inhibitor: inconclusive; Tb PYK inh: -7%; Sm TGR inh: 2%; Pf growth 48h: -14%; Pf growth 96h: inconclusive

What do the screens show for `Cn1c(SCC(=O)N/N=C/c2cccnc2)nnc1-c1ccccc1`?
LmPK inhibitor: -6%; HCV inhibitor: -14%; Tb PYK inh: -4%; Sm TGR inh: -2%; Pf growth 48h: 1%; Pf growth 96h: -13%

How did CCOc1ccc2[nH]c(=O)c(CN(Cc3ccco3)C(=O)c3cccc(F)c3)cc2c1 do in these assays?
LmPK inhibitor: 2%; HCV inhibitor: 8%; Tb PYK inh: -8%; Sm TGR inh: inconclusive; Pf growth 48h: -7%

Results for Cc1ccc(C(C(=O)NCc2ccc(F)cc2)N(Cc2ccco2)C(=O)c2snc(C(N)=O)c2N)o1 (centres undefined) ?
LmPK inhibitor: 7%; HCV inhibitor: inconclusive; Tb PYK inh: -1%; Sm TGR inh: inconclusive; Pf growth 48h: 0%; Pf growth 96h: -16%

Results for CCS(=O)(=O)N1CCCC(C(=O)NCCCOC)C1 (centres undefined) ?
LmPK inhibitor: 10%; HCV inhibitor: -1%; Tb PYK inh: -6%; Sm TGR inh: 17%; Pf growth 48h: 0%; Pf growth 96h: 14%

How did CCOC(=O)c1cnn(-c2ccc([N+](=O)[O-])cc2)c1N do in these assays?
LmPK inhibitor: -2%; HCV inhibitor: 9%; Tb PYK inh: 2%; Sm TGR inh: 3%; Pf growth 48h: 169%[activator]; Pf growth 96h: 69%[activator]

What do the screens show for `COc1ccccc1CCc1nnc(CCC(=O)NCC(C)Oc2cccnc2)o1` (centres undefined)?
LmPK inhibitor: -3%; HCV inhibitor: 13%; Tb PYK inh: -5%; Sm TGR inh: -2%; Pf growth 48h: 21%; Pf growth 96h: 17µM*

What do the screens show for `COc1ccccc1NC(=S)NC(=O)CC(C)C`?
LmPK inhibitor: 2%; HCV inhibitor: -26%; Tb PYK inh: -2%; Sm TGR inh: 28µM*; Pf growth 48h: -1%; Pf growth 96h: inconclusive

Results for COc1ccc(S(=O)(=O)NCCC(=O)NC(C)c2ccccc2)cc1 (centres undefined) ?
LmPK inhibitor: -2%; HCV inhibitor: -1%; Tb PYK inh: 1%; Sm TGR inh: -3%; Pf growth 48h: -2%; Pf growth 96h: 7.4µM*

How did O=C(CCCc1nc(-c2ccccc2)no1)Nc1cccnc1 do in these assays?
LmPK inhibitor: 0%; HCV inhibitor: -26%; Tb PYK inh: -4%; Sm TGR inh: -38%; Pf growth 48h: 1%; Pf growth 96h: inconclusive

What do the screens show for `O=C(c1ccc([N+](=O)[O-])cc1)N1CCN(c2ncc(Br)cn2)CC1`?
LmPK inhibitor: -4%; HCV inhibitor: 16%; Tb PYK inh: -1%; Sm TGR inh: -19%; Pf growth 48h: 11%; Pf growth 96h: -3%

What do the screens show for `O=C(C1CCC1)N1CCc2cc(S(=O)(=O)NCc3cccnc3)ccc21`?
LmPK inhibitor: -2%; HCV inhibitor: inconclusive; Tb PYK inh: -4%; Sm TGR inh: 17%; Pf growth 48h: -10%; Pf growth 96h: 3%

Results for COc1ccc(CCNC(=O)CN(c2ccc(OC)cc2)S(C)(=O)=O)cc1 ?
LmPK inhibitor: 2%; HCV inhibitor: 13%; Tb PYK inh: -4%; Pf growth 48h: -4%; Pf growth 96h: inconclusive

Results for Cc1c(NC(=O)c2cc(-c3cccc(Cl)c3)on2)c(=O)n(-c2ccccc2)n1C ?
LmPK inhibitor: -6%; HCV inhibitor: 7%; Tb PYK inh: 0%&6%; Sm TGR inh: -3%&7%; Pf growth 48h: -3%; Pf growth 96h: 190%[activator]

What do the screens show for `CCOc1ccc(CNCCc2ccc(S(N)(=O)=O)cc2)cc1`?
LmPK inhibitor: -2%; HCV inhibitor: -28%; Tb PYK inh: 6%; Pf growth 48h: -13%; Pf growth 96h: 92%[activator]

What do the screens show for `CCN(CC)S(=O)(=O)c1cc(NC(=O)CSc2nnc(N)s2)ccc1C`?
HCV inhibitor: -23%; Tb PYK inh: 1%; Sm TGR inh: -16%; Pf growth 48h: inconclusive; Pf growth 96h: inconclusive

How did S=C(NCCCc1ccccc1)Nc1ccccc1Cl do in these assays?
LmPK inhibitor: -4%; HCV inhibitor: -15%; Tb PYK inh: -2%; Sm TGR inh: -16%; Pf growth 48h: 0%; Pf growth 96h: 32%[activator]

How did O=C(NCCc1c[nH]c2ccccc12)c1ccco1 do in these assays?
LmPK inhibitor: 2%; HCV inhibitor: -21%; Tb PYK inh: -2%; Sm TGR inh: -5%; Pf growth 48h: 28%; Pf growth 96h: 51%[activator]

Structures listed so far with a furan ring, fused or not (5):
How did O=C(NC(=S)N1CCN(c2ccc(Cl)cc2[N+](=O)[O-])CC1)c1ccco1 do in these assays?
LmPK inhibitor: 4%; HCV inhibitor: 15%; Tb PYK inh: -3%; Sm TGR inh: 1%; Pf growth 48h: 11%; Pf growth 96h: inconclusive

How did COc1ccccc1CN(Cc1ccco1)S(=O)(=O)c1ccc(-n2cnnn2)c(OC)c1 do in these assays?
LmPK inhibitor: -17%; HCV inhibitor: inconclusive; Tb PYK inh: -11%; Sm TGR inh: -18%; Pf growth 48h: 13µM*; Pf growth 96h: inconclusive

How did CCOc1ccc2[nH]c(=O)c(CN(Cc3ccco3)C(=O)c3cccc(F)c3)cc2c1 do in these assays?
LmPK inhibitor: 2%; HCV inhibitor: 8%; Tb PYK inh: -8%; Sm TGR inh: inconclusive; Pf growth 48h: -7%

Results for Cc1ccc(C(C(=O)NCc2ccc(F)cc2)N(Cc2ccco2)C(=O)c2snc(C(N)=O)c2N)o1 (centres undefined) ?
LmPK inhibitor: 7%; HCV inhibitor: inconclusive; Tb PYK inh: -1%; Sm TGR inh: inconclusive; Pf growth 48h: 0%; Pf growth 96h: -16%

How did O=C(NCCc1c[nH]c2ccccc12)c1ccco1 do in these assays?
LmPK inhibitor: 2%; HCV inhibitor: -21%; Tb PYK inh: -2%; Sm TGR inh: -5%; Pf growth 48h: 28%; Pf growth 96h: 51%[activator]
